PrPC surface inh: reduces human prion protein on the cell surface; inhibition, % at 13.8 µM; 370,000 compounds, 0.43% hits; P04156; cell surface PrPC, TR-FRET read-out; in the data active = inhibition above about 24%; also: 0% = median of the test wells and 100% = reference compound wells
BoNT F protease: BoNT F light chain protease inhibition. Multiplex microsphere protease cleavage assay, flow cytometry. 360,000 compounds, 0.22% hits. AID 588497. inhibition, % at 10 µM; in the data active = inhibition above about 35%, passing the limit was not always enough; inconclusive = no clear call, values can overlap the other calls; also: plate controls were buffer without enzyme for full effect and enzyme alone for no effect
GDH-TPI inh: inhibits GDH-TPI coupling enzymes, artifact for Mtb FBA screen | inhibition, % at 4.8 µM | 360,000 compounds, 1.2% hits | GDH-TPI coupled enzyme counterscreen, NADH absorbance;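 also: 0% = DMSO wells and 100% = wells lacking the enzyme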
Mtb UGM inh: Mtb UDP-galactopyranose mutase inhibition. P9WIQ1. purified UGM, fluorescence polarization probe displacement. inhibition, % at 10 µM. 320,000 compounds, 0.06% hits. AID 504406; in the data active = inhibition above about 10%, passing the limit was not always enough; inconclusive = no clear call, values can overlap the other calls
Target sequence (P9WIQ1 whole entry, looked up): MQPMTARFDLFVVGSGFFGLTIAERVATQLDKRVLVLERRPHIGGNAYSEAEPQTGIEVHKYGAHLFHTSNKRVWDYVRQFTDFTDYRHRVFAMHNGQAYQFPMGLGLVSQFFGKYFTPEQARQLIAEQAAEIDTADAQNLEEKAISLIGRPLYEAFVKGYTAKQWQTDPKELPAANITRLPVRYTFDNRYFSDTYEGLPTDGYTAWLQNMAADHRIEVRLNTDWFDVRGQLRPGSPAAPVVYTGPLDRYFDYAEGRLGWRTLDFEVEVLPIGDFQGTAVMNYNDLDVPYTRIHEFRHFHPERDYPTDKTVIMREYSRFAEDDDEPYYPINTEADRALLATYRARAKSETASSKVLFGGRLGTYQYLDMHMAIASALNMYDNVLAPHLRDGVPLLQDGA
FBA Mtb inh: inhibits M. tuberculosis FBA enzyme. P9WQA3. 360,000 compounds, 2.3% hits. purified M. tuberculosis FBA, fluorescence read-out. inhibition, % at 1 µM. AID 588726; in the data active = inhibition above about 27%;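 also: 0% = vehicle and 100% = reference inhibitor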
Target sequence (P9WQA3 whole entry, looked up): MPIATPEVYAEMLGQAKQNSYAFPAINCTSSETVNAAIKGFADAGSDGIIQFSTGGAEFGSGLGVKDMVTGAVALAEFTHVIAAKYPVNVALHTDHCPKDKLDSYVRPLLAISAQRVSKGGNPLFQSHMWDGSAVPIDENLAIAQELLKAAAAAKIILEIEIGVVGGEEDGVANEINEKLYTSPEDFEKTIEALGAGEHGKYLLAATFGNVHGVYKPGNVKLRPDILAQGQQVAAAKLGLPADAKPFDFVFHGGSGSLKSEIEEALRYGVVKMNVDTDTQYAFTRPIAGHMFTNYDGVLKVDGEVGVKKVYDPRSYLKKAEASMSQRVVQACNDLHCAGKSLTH
BoNT-A LC inh2: BoNT A light chain protease inhibition; multiplex microsphere protease substrate cleavage, flow cytometry; inhibition, % at 10 µM; 360,000 compounds, 0.17% hits; AID 588499; in the data active = inhibition above about 30%; inconclusive = no clear call, values can overlap the other calls; also: plate controls were buffer without enzyme for full effect and enzyme alone for no effect
CCHF vOTU inh: CCHFV vOTU protease inhibition; Pep-AMC fluorescence; inhibition, % at 11.5 µM; 370,000 compounds, 0.55% hits; AID 651958; also: 0% = vehicle wells with enzyme and 100% = no enzyme wells
Mtb BioA inh: blocks M. tuberculosis BioA enzyme activity | purified M. tuberculosis BioA enzyme, plate reader | inhibition, % at 9.99 µM | 360,000 compounds, 0.096% hits; in the data active = inhibition above about 40%; inconclusive = no clear call, values can overlap the other calls
FadD28 FP inh: inhibitors of Mycobacterium tuberculosis FadD28 bisubstrate binding. inhibition, % at 12.5 µM. AID 588549. FadD28 bisubstrate probe binding, fluorescence polarization. 360,000 compounds, 0.22% hits; in the data active = inhibition above about 8.5%, passing the limit was not always enough; inconclusive = no clear call, values can overlap the other calls
The depositor's hits bear a star; ? = inconclusive; . = not tested or not shown; & = joins results of further samples. Rule as the data show it, unless noted: active = inhibition above about 30%; inactive = the rest.

SMILES	PrPC surface inh	BoNT F protease	GDH-TPI inh	Mtb UGM inh	FBA Mtb inh	BoNT-A LC inh2	CCHF vOTU inh	Mtb BioA inh	FadD28 FP inh
CC1CC(C)CN(CCCNC(=O)CN2C(=O)c3cccnc3Oc3ccc(Cl)cc32)C1 (stereo not drawn)	-12	-16	2	-1.7	0	-1.3	8	0.1	1.4
S=C(NCCN1CCOCC1)N1CCN(c2cccc(Cl)c2)CC1	4	12	0	1.2	2	0.7	3	0.0	-2.3
CCn1nnnc1SCC(=O)N(C1CCCCC1)C1CCCCC1	1	4	-6	-1.6	5	0.3	5	-0.2	-2.5
COc1ccccc1OC(C)C(=O)N1CCc2ccccc21 (stereo not drawn)	-3	-4	-5	1.6	-1	-0.9	4	-1.8	-2.6
Cc1sc2ncnc(SCC(=O)NCC3CCCO3)c2c1C (stereo not drawn)	7	0	6	0.8	2	0.7	7	1.7	-2.7
O=C(CCCn1c(SCC(=O)c2ccc(Cl)cc2)nc2ccccc2c1=O)NCc1ccco1	-3	.	3	0.1	0	.	-4	2.8	0.6
COc1cc(/C=N/Nc2ccc(C)cc2)cc(Br)c1O	18	-5	17	0.5	-5	0.4	11	.	-1.5
CCCCN(C(=O)CSc1ncn[nH]1)c1c(N)n(Cc2ccccc2)c(=O)[nH]c1=O	4	-4	-4	1.0	-3	-0.3	10	-0.6	-3.2
O=C(C1CC(=O)N(c2ccc(Cl)cc2)C1)N1CCC(c2nc3ccccc3[nH]2)CC1 (stereo not drawn)	-5	13	5	.	-2	6.6	3	1.6	-8.0
O=C(CC1(O)C(=O)Nc2ccccc21)c1cccc(-n2cccc2)c1 (stereo not drawn)	-1	-2	4	-0.8	2	-1.4	8	-0.9	-3.1
O=C(CSc1n[nH]c(=O)n1-c1ccccc1)Nc1ccccc1	4	.	8	3.8	2	.	-1	-2.8	-0.7
COc1cc(NC(=S)NCc2ccco2)cc(OC)c1	-3	-13	8	-0.8	-1	-0.7	-3	-1.7	-3.5
O=C(Nc1ccc2c(c1)OCO2)c1cnn2c(C(F)(F)F)cc(-c3ccco3)nc12	-7	10	-4	2.0	2	0.3	-4	-0.8	-2.5
COc1cccc(C2c3[nH]c4ccccc4c3CCN2C(=O)Cn2cncn2)c1OC (stereo not drawn)	0	-9	-5	-0.8	-1	-0.3	-5	11	-1.3
CN(Cc1nc(-c2ccc(C(F)(F)F)cc2)no1)C1CCOCC1	-2	-3	-3	0.3	5	-0.2	12	0.2	-3.4
Cc1ccc(NC2=NC(c3ccc(C)cc3)n3c(nc(C)cc3=O)N2)cc1 (stereo not drawn)	10	-8	25	0.8	0	-2.8	0	-0.7	0.0
CCN1CCN(C(=O)CCS(=O)(=O)c2cc3c(cc2Cl)NC(=O)CO3)CC1	3	-6	-7	2.8	-2	-0.8	-1	-0.4	-1.2
CN(C)c1ccc(CNC(=O)C2(C)Cc3c(-c4ccccc4)ccnc3O2)cc1 (stereo not drawn)	8	1	-7	.	-3	-0.2	1	-1.8	-3.5
CC(=O)Nc1ccc(-c2ccnc3c2CC(C(=O)Nc2cccc(N(C)C)c2)O3)cc1 (stereo not drawn)	7	0	1	.	-4	-0.1	13	-1.4	-1.9
COc1ccc(C(c2c(C)[nH]n(C(N)=S)c2=O)C(C#N)C#N)cc1 (stereo not drawn)	1	-3	9	3.3	-4	-1.1	3	-1.0	0.3
Cc1ccc(C)c(NC(=O)CSc2nnc(NC(=O)C3CC3)s2)c1	6	7	4	2.8	-2	-0.8	-1	-2.0	-1.1
Nc1nc(SCC(=O)N2CCN(c3ccccc3)CC2)n[nH]1	6	-2	9	-3.2	-1	0.9	-4	0.9	0.8
CC(=NNc1ccccc1)C(C)=NNc1ccccc1	8	0	8	.	-1	-0.5	-3	-0.1	-3.2
O=C(Cn1cc([N+](=O)[O-])cn1)Nc1nccs1	-9	-8	-10	-0.4	-1	-0.9	-5	.	-3.7
CCCCN(CC)Cc1c(O)ccc2c3c(c(=O)oc12)CCC3	2	.	22	-0.6	.	.	-309	.	-1.7

Nine entries from above, in CSV form.
smiles,PrPC surface inh,BoNT F protease,GDH-TPI inh,Mtb UGM inh,FBA Mtb inh,BoNT-A LC inh2,CCHF vOTU inh,Mtb BioA inh,FadD28 FP inh
CC1CC(C)CN(CCCNC(=O)CN2C(=O)c3cccnc3Oc3ccc(Cl)cc32)C1 (stereo not drawn),-12,-16,2,-1.7,0,-1.3,8,0.1,1.4
S=C(NCCN1CCOCC1)N1CCN(c2cccc(Cl)c2)CC1,4,12,0,1.2,2,0.7,3,0.0,-2.3
CCn1nnnc1SCC(=O)N(C1CCCCC1)C1CCCCC1,1,4,-6,-1.6,5,0.3,5,-0.2,-2.5
COc1ccccc1OC(C)C(=O)N1CCc2ccccc21 (stereo not drawn),-3,-4,-5,1.6,-1,-0.9,4,-1.8,-2.6
Cc1sc2ncnc(SCC(=O)NCC3CCCO3)c2c1C (stereo not drawn),7,0,6,0.8,2,0.7,7,1.7,-2.7
O=C(CCCn1c(SCC(=O)c2ccc(Cl)cc2)nc2ccccc2c1=O)NCc1ccco1,-3,.,3,0.1,0,.,-4,2.8,0.6
COc1cc(/C=N/Nc2ccc(C)cc2)cc(Br)c1O,18,-5,17,0.5,-5,0.4,11,.,-1.5
CCCCN(C(=O)CSc1ncn[nH]1)c1c(N)n(Cc2ccccc2)c(=O)[nH]c1=O,4,-4,-4,1.0,-3,-0.3,10,-0.6,-3.2
O=C(C1CC(=O)N(c2ccc(Cl)cc2)C1)N1CCC(c2nc3ccccc3[nH]2)CC1 (stereo not drawn),-5,13,5,.,-2,6.6,3,1.6,-8.0

New compounds follow
SMILES	PrPC surface inh	BoNT F protease	GDH-TPI inh	Mtb UGM inh	FBA Mtb inh	BoNT-A LC inh2	CCHF vOTU inh	Mtb BioA inh	FadD28 FP inh
COP(=O)(NC(=O)C(Cl)(Cl)Cl)OC	-6	-6	-15	-1.4	-2	-0.7	-12	.	-1.9
Fc1ccccc1C(c1nnnn1Cc1ccc2c(c1)OCO2)N1CCN(Cc2ccccc2)CC1 (stereo not drawn)	11	4	-13	3.5	2	0.1	12	-0.7	-1.6
Cc1nc2ccc([N+](=O)[O-])cc2c(=O)n1Cc1ccc(Br)cc1	5	24	7	0.5	-1	-4.6	-4	11	0.1
Cn1c(SCC(=O)NC(=O)NCc2ccccc2)nnc1C(F)(F)F	0	-6	-5	-0.8	-2	-4.9	-1	-1.7	.
CCCCN(C(=O)c1ccc(C)cc1)c1c(N)n(CCC)c(=O)[nH]c1=O	2	15	-1	-2.5	2	4.7	-8	-2.0	-3.0
CC(NC(=O)c1ccco1)c1ccc2c(c1)OCCO2 (stereo not drawn)	7	2	2	-1.8	0	-1.1	4	-0.5	1.0
Cc1cc(C)nc(N2CCC(C(=O)NNC(=O)c3ccccc3)CC2)n1	-12	7	-5	-3.0	4	-1.5	6	-2.8	0.4
CN1CCN(S(=O)(=O)c2ccc(NC(=S)NC(=O)C3CC3)cc2)CC1	-4	-3	5	1.6	-1	-0.6	-5	.	-3.0
CCCNS(=O)(=O)c1ccc(CCC(=O)Nc2ccc3c(c2)OCCO3)cc1	16	-2	-2	-3.8	1	-0.9	-3	.	-0.9
C[C@]12CC[C@H](O)CC1=CC(=O)C1C2CC[C@]2(C)C(=O)CCC12 (stereo partly drawn)	4	-4	5	0.9	-3	-0.4	3	3.3	-2.4
COc1ccc(-c2cn(Cc3ccc(C(=O)NCc4ccc(C)cc4)cc3)c(C(C)N)n2)cc1 (stereo not drawn)	-1	-16	-13	0.4	3	-0.4	1	-2.4	-8.0
O=C(Nc1ccccc1)C1=C[C@@H](c2ccc(C(F)(F)F)cc2)C[C@@H](OCc2ccc(CO)cc2)O1	15	-7	10	2.5	4	-0.5	29	-1.7&-2.7	-0.5
COC(=O)[C@H](Cc1ccccc1)NC(=O)C1(OC(C)=O)CC(OC(C)=O)C(OC(C)=O)C(OC(C)=O)C1 (stereo partly drawn)	8	-3	1	0.2	2	0.2	13	-1.0	-1.1
Cc1ccc(S(=O)(=O)N2CCCC(C(=O)Nc3ccc(NC(=O)c4ccccn4)cc3)C2)cc1 (stereo not drawn)	2	15	8	-0.7	0	7.8	-7	-1.1	0.6
COc1ccc(NC(=O)C2CC(c3ccc(OC)c(OC)c3)=NO2)cc1OC (stereo not drawn)	-1	-22	0	-4.0	0	0.7	-3	7.7	-1.0
COc1ccc(CCNC(=O)Cn2cnc3c(nnn3Cc3ccccc3F)c2=O)cc1OC	-7	-9	-2	-0.5	0	-0.9	-16	0.5	-1.7
CC(OC(=O)Cn1[nH]c(=O)c2ccccc2c1=O)C(=O)Nc1ccc(F)cc1Cl (stereo not drawn)	-2	-9	-3	3.2	6	1.6	9	-3.5	0.3
Cc1cc2c(c(=O)o1)C(CC(C)C)C(C#N)=C(N)O2 (stereo not drawn)	9	3	3	-2.0	-1	-0.2	13	2.4	-2.3
Cc1cc(C)cc(NC(=S)NCCN2CCOCC2)c1	-2	-2	-1	1.1	-3	-0.1	2	-2.3	-4.5
Cc1ccc(/C(O)=C2\C(=O)C(=O)N(CC(C)O)C2c2cccc(F)c2)cc1 (stereo not drawn)	-2	-4	20	0.3	0	-0.5	4	-0.3	-2.8
O=C(NC1CC1)C(=O)c1c[nH]c2ccccc12	-9	2	8	1.7	0	-0.8	11	-2.7	-2.5
CCN(C[C@H]1N[C@@](C)(C(=O)OC)[C@H]2C(=O)N(Cc3ccccc3)C(=O)[C@@H]12)S(=O)(=O)c1ccc(F)cc1	3	-10	13	-1.5	-2	-0.3	-3	0.4	-4.0
CCc1c(C)nc(N2CCN(c3ccc(F)cc3)CC2)[nH]c1=O	9	?	-18	1.0	-1	-3.1	1	-2.1	-5.0
Cc1cc(NCc2ccccc2)c2ccccc2n1	-4	?	22	-0.3	-1	?	4	4.3	-2.7
O=C(NCCCN1CCOCC1)c1ccc(N2CCOCC2)c([N+](=O)[O-])c1	-8	6	7	-0.1	-1	1.8	-8	-0.1	-2.8
SMILES	PrPC surface inh	BoNT F protease	GDH-TPI inh	Mtb UGM inh	FBA Mtb inh	BoNT-A LC inh2	CCHF vOTU inh	Mtb BioA inh	FadD28 FP inh
CCn1c(SCC(=O)N2CCCc3ccccc32)nc2c(c1=O)SC(C)C2 (stereo not drawn)	-8	-4	18	-3.1	1	-0.4	2	5.8	0.1
CC1(C)CC(=O)C(C=NCCN2CCN(CCCCS(=O)(=O)O)CC2)=C(O)C1	-5	2	0	-0.9	0	0.9	8	-0.7	-3.5
COC(=O)COc1ccc(/C=N/NS(=O)(=O)c2ccccc2)cc1	-1	-5	3	-0.7	1	3.1	16	4.3	0.3
CCC(C)n1c(SCC(=O)Nc2cc(C(C)(C)C)nn2-c2ccccc2)nc2ccccc2c1=O (stereo not drawn)	1	2	-1	-0.7	-1	-0.2	-8	0.5	-2.3
Cc1ccc2oc(=O)c3cnn(CC(=O)NCCN4CCOCC4)c3c2c1	-3	-4	8	-1.0	0	-0.9	-8	-0.9	-3.4
N#CC1=C(SCc2ccccc2Cl)NC(=O)C(C(N)=O)C1 (stereo not drawn)	-1	4	6	0.6	-1	0.5	-10	-1.4	-1.2
Cc1ccc2cc(C3CC(c4ccco4)=NN3S(C)(=O)=O)c(Cl)nc2c1 (stereo not drawn)	2	.	-3	3.3	5	.	-3	.	-1.9
COc1ccc(-c2ccc(S(=O)(=O)NCC3CCCO3)cc2)cc1 (stereo not drawn)	.	-3	-2	1.2	14	-0.3	.	.	-2.0
CC(=O)c1cccc(CN2CCCC(C(=O)Nc3cccc(-n4cccn4)c3)C2)c1 (stereo not drawn)	-5	-8	0	1.0	2	-1.1	8	3.0	-1.7
COc1cc(Cl)ccc1OC1(C)CCN(Cc2ccc(-c3ccccn3)cc2)C1 (stereo not drawn)	-1	-2	5	.	1	-0.2	11	0.2	-1.9
COCCn1c(SCC(=O)NCc2ccco2)nnc1-c1c[nH]c2ccccc12	-4	5	-5	-0.6	9	0.7	0	1.7	1.9
